14-3-3g Raf = 14-3-3 gamma protein interaction modulation; actives 0.19% (n = 160,000); inhibition, % at 40 µM; AID 422; FP, 14-3-3gamma / TMR-pS259-Raf peptide binding; in the data active = inhibition above about 30%;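 also: 0% = protein plus tracer without compound and 100% = blank with tracer alone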
Target sequence (P61981 whole entry, looked up): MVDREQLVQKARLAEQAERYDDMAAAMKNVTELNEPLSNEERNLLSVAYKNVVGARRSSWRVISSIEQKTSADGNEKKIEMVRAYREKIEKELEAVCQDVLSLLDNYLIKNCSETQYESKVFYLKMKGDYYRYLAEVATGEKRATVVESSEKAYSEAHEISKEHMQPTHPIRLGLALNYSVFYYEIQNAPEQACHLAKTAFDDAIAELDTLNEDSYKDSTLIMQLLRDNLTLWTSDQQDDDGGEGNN
Numbers without * were called inactive; i = inactive; & = joins results of further samples. An excerpt; count on the stated rates, not on these rows.

14-3-3g Raf	canonical_smiles
-10.6	COc1ccccc1N=C1SC(C(=O)NCCc2ccccc2)CC(=O)N1C (centres undefined)
0.2	CCCCOC(=O)c1cccc(NC(=O)c2ccc(-c3ccccc3)cc2)c1
1.0	O=C(c1cnn2c(C(F)(F)F)cc(-c3ccc4c(c3)OCO4)nc12)N1CCCC1
-17.5	Cc1noc(/C=C/N(C)C)c1S(=O)(=O)NC1CCCCC1
-2.7	COc1ccc(-c2n[nH]c(=S)n2-c2ccc(C)cc2)cc1
-1.3	Cc1sc2ncn(CC(=O)Nc3ccc(F)cc3)c(=O)c2c1S(=O)(=O)N1CCCCC1
-6.6	CCN1CCN(CC(=O)Nc2ccccc2)C(=O)C1=O
3.6	O=C(NCCc1ccccc1)c1cc(S(=O)(=O)N2CCOCC2)ccc1F
-14.9	Cc1cc(C)cc(C(=O)n2cnnc2N)c1
6.0	COc1cccc(-c2nc(CS(=O)CC(=O)NC3CC3)c(C)o2)c1 (centres undefined)
-10.8	CCOCCCNC(=O)C1CCCN(c2nc3ccccc3o2)C1 (centres undefined)
i	CCOCCCn1c(=N)c(C(=O)NC2CCCCC2)cc2c(=O)n3ccccc3nc21
-1.1	CCCOc1ccc(CC(=O)O)cc1OC
3.9	COC(=O)C1=C(CSCc2ccco2)NC(=O)NC1c1cc(C)ccc1C (centres undefined)
-83.8	NC(=O)C1(N2CCCCC2)CCN(C2CC(=O)N(c3ccc(Cl)cc3)C2=O)CC1 (centres undefined)
-9.4	CCn1c2ccccc2c2cc(C=Nc3ccccc3C)ccc21
-6.5	CCN(CCO)c1ccc(-n2c(N)c(C(=O)OC)c3nc4ccccc4nc32)cc1
-0.9	CCC(=O)Nc1nc2ccccc2n1Cc1ccccc1C
1.4	O=S(=O)(c1ccccc1)c1nc(-c2ccco2)oc1NCCCN1CCOCC1
-3.1	Cc1ccc(-c2cc(C(F)F)n3ncc(C(=O)N4CCN(c5ccccn5)CC4)c3n2)cc1
-8.1	COc1ccc(S(=O)(=O)NC(CC(=O)NCC2CCCO2)c2ccco2)cc1 (centres undefined)
-2.6	O=C(Cn1cnc2c(nnn2-c2ccccc2)c1=O)N1CCOCC1
2.7	CCOc1ccc(Cn2nnc(C(=O)Nc3ccc(OC)cc3OC)c2N)cc1
-4.2	CCN1CCN(C(=O)Cn2nc(-c3ccc(C)cc3)ccc2=O)CC1
-4.0	CC(CCc1ccccc1)NC(=O)c1cn(C)c(=O)c2c1c1ccccc1n2C (centres undefined)
4.7	CCCCOc1ccc(S(=O)(=O)N2CCSC2c2cccc([N+](=O)[O-])c2)cc1 (centres undefined)
-2.3	COc1ccc(NC(=O)CCCCn2c(=S)[nH]c3ccsc3c2=O)cc1
-14.2	C1=C(CCNc2ncnc3c2cnn3-c2ccccc2)CCCC1
-5.1	CCOC(=O)c1[nH]c(C)c(C(=O)NCCCN2CCOCC2)c1C
-9.3	COc1ccc(CNC(=O)C2CCCN(S(=O)(=O)c3c(C)n[nH]c3C)C2)cc1 (centres undefined)

In a second layout: results already given.
mol	14-3-3g Raf
CCn1c2ccccc2c2cc(C=Nc3ccccc3C)ccc21	-9.4
CCN(CCO)c1ccc(-n2c(N)c(C(=O)OC)c3nc4ccccc4nc32)cc1	-6.5
CCC(=O)Nc1nc2ccccc2n1Cc1ccccc1C	-0.9
O=S(=O)(c1ccccc1)c1nc(-c2ccco2)oc1NCCCN1CCOCC1	1.4
Cc1ccc(-c2cc(C(F)F)n3ncc(C(=O)N4CCN(c5ccccn5)CC4)c3n2)cc1	-3.1
COc1ccc(S(=O)(=O)NC(CC(=O)NCC2CCCO2)c2ccco2)cc1 (centres undefined)	-8.1
O=C(Cn1cnc2c(nnn2-c2ccccc2)c1=O)N1CCOCC1	-2.6
CCOc1ccc(Cn2nnc(C(=O)Nc3ccc(OC)cc3OC)c2N)cc1	2.7
CCN1CCN(C(=O)Cn2nc(-c3ccc(C)cc3)ccc2=O)CC1	-4.2
CC(CCc1ccccc1)NC(=O)c1cn(C)c(=O)c2c1c1ccccc1n2C (centres undefined)	-4.0
CCCCOc1ccc(S(=O)(=O)N2CCSC2c2cccc([N+](=O)[O-])c2)cc1 (centres undefined)	4.7
COc1ccc(NC(=O)CCCCn2c(=S)[nH]c3ccsc3c2=O)cc1	-2.3
C1=C(CCNc2ncnc3c2cnn3-c2ccccc2)CCCC1	-14.2
CCOC(=O)c1[nH]c(C)c(C(=O)NCCCN2CCOCC2)c1C	-5.1
COc1ccc(CNC(=O)C2CCCN(S(=O)(=O)c3c(C)n[nH]c3C)C2)cc1 (centres undefined)	-9.3

Reprinted from the listing, 2 compounds:
14-3-3g Raf	canonical_smiles
-5.1	CCOC(=O)c1[nH]c(C)c(C(=O)NCCCN2CCOCC2)c1C
-9.3	COc1ccc(CNC(=O)C2CCCN(S(=O)(=O)c3c(C)n[nH]c3C)C2)cc1 (centres undefined)

(continued)
14-3-3g Raf	canonical_smiles
3.8	CCOC(=O)c1nnn(CC(=O)Nc2cccc(Cl)c2C)c1C(=O)OCC
-12.4	N#Cc1sc2nc(-c3ccccc3)c3c(c2c1N)CCCC3
0.8	Cc1ccc(S(=O)(=O)NCCCN2CCOCC2)cc1C
-4.5	COc1ccc(-n2c(=S)[nH]c3cc(C(=O)NCc4ccccc4Cl)ccc3c2=O)c(OC)c1
2.8	CSc1ccccc1NC(=O)CCn1c(=O)sc2ccccc21
-5.1	O=C(NC1CCCC1)c1cc(=O)[nH]c2ccc(S(=O)(=O)N3CCCCCC3)cc12
-11.7&-3.9	CCOc1ccccc1CN1C(=O)c2ccccc2C1C(=O)NCC1CCCO1 (centres undefined)
-0.9	CCOC(=O)C1CCN(C(=O)c2coc(=O)c3ccccc23)CC1
-3.5	Cc1cccc(-c2nc3cc(Cl)ccc3c(=O)o2)c1
9.4	Cc1ncoc1C(=O)Nc1nccs1
-2.6	CCOc1ccccc1N(C)C(=O)C1c2cc(OC)c(OC)cc2C(=O)N(C)C1c1cccnc1 (centres undefined)
-3.1	CCOc1ccc(NC(=O)Cn2c(C)nc3sc(C)c(C)c3c2=O)cc1
-11.4	COc1ccc(C)cc1NS(=O)(=O)c1ccc(NS(=O)(=O)c2ccc3c(c2)OCCO3)cc1
-9.5	Nc1cc(-c2ccccc2)nc2c(-c3cccc(Br)c3)cnn12
-33.1	Cc1cc2nnc(SCC(=O)c3ccc4c(c3)OCCO4)n2c2ccccc12
-1.8	CCCNC(=O)NC(=O)CSc1nc2ccccc2n1CC(C)C
-9.7	O=C(c1ccccc1)N1CCCC(C(=O)N2CCC(Cc3ccccc3)CC2)C1 (centres undefined)
3.4	Cc1nc(N2CCOCC2)c2c(C)c(C(=O)NC(C)C)sc2n1
-8.1&-2.5	CC1(C)NC(C)(C)C(O)(C(N)=O)C1=O (centres undefined)
-79.8	CCc1ccc(OCC(=O)Nc2cccc3nsnc23)cc1
-2.9	CCCCn1c(=NC(=O)c2ccccc2F)c(C(=O)OCC)cc2c(=O)n3ccccc3nc21
-12.4	Clc1ccc(-n2nnnc2Sc2ncnc3sccc23)cc1
1.3	CN1C(=O)c2ccccc2Sc2ccc(C(=O)NCC3CCCO3)cc21 (centres undefined)
0.0	CC1CCCN(S(=O)(=O)c2ccc3[nH]c(=O)cc(C(=O)NCc4ccc(F)cc4)c3c2)C1 (centres undefined)
-1.4	CCCCCOC(=O)C1=C(C)NC2=C(C(=O)CCC2)C1c1cc(OC)c(OC)cc1Br (centres undefined)
-6.4	Cc1cccc(Nc2nc(-c3ccc([N+](=O)[O-])cc3)cs2)c1
-3.6	COc1ccc(CCNC(=O)c2ccc(CN3CCOCC3)cc2)cc1
1.3	Cc1cc2c(C)cc(=O)oc2c2c1NCCC2
3.6	COC(=O)C1C(=O)C2=C(CC1C)NC(C)=C(C(=O)OC(C)C)C2c1ccc(OC)c(OC)c1 (centres undefined)
-10.6	CCOc1ccc(NC(=O)C2CCN(S(=O)(=O)c3ccc(OC)c4ncccc34)CC2)cc1

Following part.
14-3-3g Raf	canonical_smiles
-8.2	CC1Cc2ccccc2N1C(=O)CSc1nnc2c(n1)[nH]c1ccccc12 (centres undefined)
-2.8	CCN(CCNC(=O)Cn1c(=O)sc2ccccc21)c1ccccc1
1.2	COc1ccc(NC(=O)c2c(C)oc3c2CCCC3)cc1
-3.3	CCOC(=O)C1=C(C)Nc2nc(SCc3ccccc3C)nn2C1c1ccccc1OCC (centres undefined)
-4.5	O=C(Nc1ccc(OC(F)(F)F)cc1)c1ccc(N2CC3CC(C2)c2cccc(=O)n2C3)c([N+](=O)[O-])c1 (centres undefined)
0.4	Cc1nonc1NC(=O)c1ccccc1Br
3.5	O=C1c2cccc3c(N4CCCCC4)ccc(c23)C(=O)N1c1ccccc1
-35.7	Cc1ccc(OCC(=O)Nc2sc3c(c2C#N)CCC3)cc1C
0.0	COc1cc2cc(CN(Cc3cccnc3)C(=O)NCc3ccccc3)c(=O)[nH]c2cc1OC
-4.7	Cn1c(Cl)cnc1C1CC(=O)c2cc(Cl)ccc2O1 (centres undefined)
-6.5	O=C(C1CCCN(S(=O)(=O)c2ccc(Br)s2)C1)N1CCN(Cc2ccccc2)CC1 (centres undefined)
-5.5	O=C(c1ccco1)N1CCN(S(=O)(=O)Cc2ccc(Cl)cc2)CC1
-22.8	COc1ccc(C(=O)COC(=O)c2ccccc2N2C(=O)C3C4C=CC(C5CC45)C3C2=O)cc1 (centres undefined)
-2.2	CCCC(NS(=O)(=O)c1cccc2nsnc12)C(=O)O (centres undefined)
-46.5	O=C(CSc1nnc2c(n1)-c1cccc3cccc-2c13)Nc1cccc([N+](=O)[O-])c1
-14.3	O=C(CN1CCCCC1)N1CCN(C(=O)c2ccccc2)C1
-2.7	CCC(=O)Nc1c2c(nn1-c1ccc(C)cc1)CS(=O)C2 (centres undefined)
-2.6&-2.0	N#CCCn1nnc2ccccc21
-1.9	CCCOC(=O)C1=C(C)NC2=C(C(=O)CC(c3ccccc3)C2)C1c1cc(Cl)c(O)c(OCC)c1 (centres undefined)
-0.7	O=C(O)c1cc(S(=O)(=O)N2CCCC2)ccc1F
1.7	CCCCc1nc2sc3c(NCc4ccccc4)ncnc3c2c2c1COC(C)(C)C2
-5.1	CCOC(=O)C1CCCN(C(=O)Cc2ccc(C)cc2)C1 (centres undefined)
0.3	CC(=O)NC1C(=O)N=C(SCc2ccccc2)NC1=O (centres undefined)
-9.3	Cc1cccc(NC(=O)c2ccc(F)c(S(=O)(=O)NCc3ccco3)c2)c1
-1.6	CCn1cc(C(=O)Nc2ccc(C(=O)N3CCCC3)cc2)c(=O)c2ccc(C)nc21
2.5	COc1ccc2c(c1OC)C(=O)N(c1cccc(F)c1)C2=O
0.4	Cc1ccc(Nc2ncnc3c2cnn3-c2ccccc2)cc1C
-3.0	C=CCNc1nc(-c2ccncc2)cs1
2.3	COc1ccccc1-c1nc(C(F)(F)F)c(OC)o1
-6.1	O=C(Nc1nccs1)c1ccc(NC(=O)c2ccco2)cc1

New compounds follow
14-3-3g Raf	canonical_smiles
-0.5	CCCCNc1c2c(nc3ccccc13)CC(C)(C)CC2O (centres undefined)
-21.6	CCOc1ccc(NC(=O)C(C)O)c(NS(=O)(=O)c2ccc(CCNC(C)=O)cc2)c1 (centres undefined)
-5.7	Brc1ccc([C@H]2CN3CCSC3=N2)cc1
-32.4	O=c1cc(CN2CCN(c3ccccc3)CC2)c2c(ccc3ccccc32)o1
0.2	Cc1ccc(N2C(=O)C(Cl)=C(Nc3c(C)n(C)n(-c4ccccc4)c3=O)C2=O)cc1
3.0	Cc1cc(OCc2nnc(SCC(=O)OC3CCCCC3)o2)ccc1Cl
-5.5	Cc1nc(NCC(C)C)c2sc3nc4c(cc3c2n1)COC(C)(C)C4
1.4	O=C(NC1C2CC3CC(C2)CC1C3)C1CC1 (centres undefined)
-1.7	Cc1ccc(CN2C(=O)CSc3ccc(C(=O)NCc4ccc(F)cc4)cc32)cc1
-1.8	CCCOC(=O)C1=C(C)NC2=C(C(=O)CC(c3ccc(OC)c(OC)c3)C2)C1c1ccc(Br)cc1 (centres undefined)
-2.0	COc1ccc(C2C(C(=O)N(C)c3ccc(C(C)C)cc3)CC(=O)N2c2ccc(OC)cc2)cc1 (centres undefined)
-12.9&0.9&-10.6	O=C(Nc1cccc2nsnc12)c1cccs1
-5.8	COc1ccc2nc(NC(=O)C3CCN(S(=O)(=O)c4cccnc4)CC3)sc2c1
-2.4	CC1Cn2c(nnc2-c2cccc(N)c2)S1 (centres undefined)
3.6&-5.9	CCC1Oc2ccc(C)cc2N(CC(=O)NCc2cccc(OC)c2)C1=O (centres undefined)
-6.8	O=C(CN1C(=O)CSc2ccc(S(=O)(=O)N3CCCC3)cc21)NCc1cccnc1
5.5	CCOC(=O)C(CC)n1cnc2sc3c(c2c1=O)CCC3 (centres undefined)
0.0	CC1CCN(S(=O)(=O)N2CCC(C(=O)NCc3ccc(F)cc3)CC2)CC1
-7.2	Cc1onc(-c2ccccc2)c1C(=O)OCC(=O)Nc1ccc2c(c1)OCO2
-3.2	O=C(COc1ccc(Cl)cc1Cl)NCCCN1CCOCC1
-7.3	COc1ccc(OC)c(NC(=O)Cn2nc(C(F)(F)F)cc2C)c1
-8.1	Cc1c(C(=O)N2CCc3ccccc32)sc2nc(-c3ccccc3)cn12
2.3	CCOC(=O)C1CCN(S(=O)(=O)c2cn(C)c(=O)n(C)c2=O)CC1
-11.5	COc1ccc(NC(=O)c2c(NC(=O)C(C)(C)C)sc3c2CCC(C(C)(C)C)C3)cc1 (centres undefined)
-0.7	COc1ccc(OC(=O)CCCN2C(=O)c3ccccc3C2=O)cc1
2.5	CCCCNc1c([N+](=O)[O-])c(=O)oc2ccccc12
4.6	CCOn1c(=O)c(=O)n(OCc2ccccc2)c2ccccc21
-3.7	COC(=O)c1ccc(CSc2nc(C)nc3sc(C)c(C)c23)o1
-1.0	CC1=C(C(=O)OC(C)C)C(c2cccs2)N2C(=O)CCSC2=N1 (centres undefined)
2.6	Cc1ccccc1Cn1c(NCCO)nc2c1c(=O)n(C)c(=O)n2C

(further entries)
14-3-3g Raf	canonical_smiles
-2.1	CCCNc1ncnc2c1c(-c1ccccc1)cn2-c1ccc(Br)cc1
-0.4	Cc1ccc(C(c2sc3ncnn3c2O)N2CCC(C)CC2)cc1 (centres undefined)
-151.0	COc1cc(-c2c(C#N)c(N)n3c(nc4ccccc43)c2C#N)cc(Br)c1OC
4.6	CCC(=O)Nc1nc2c(OC)ccc(C)c2s1
0.7	C=CCn1c(SCC(=O)NCC2CCCO2)nnc1C1CCCCC1 (centres undefined)
-5.2	O=C(COc1nncc2ccccc12)NCCC1=CCCCC1

Screens: PubChem, Emory University Molecular Libraries Screening Center
